zfTRPN1 agonist – agonists of zebrafish TRPN1 channel; HEK293 zebrafish TRPN1-YFP, Fluo-8 calcium fluorescence; 100% = response to 87 µM carbachol; activation, % at 3 µM; actives 0.18% (n = 220,000); AID 1424;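 active means activation above its plate's cutoff, the mean activation of test wells on that plate plus 3 SD, cut at about 19% in these data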;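 further: 0% = DMSO alone and 100% = 87 µM carbachol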
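Control set: carbachol 87 µM as high control, DMSO as low control; system: HEK293 stable line with zebrafish TRPN1-YFP; read-out: % activation versus carbachol response; detection: intracellular calcium fluorescence with Fluo-8; doses: single test compound dose, 3 µM nominal, 0.3% DMSO; schedule: dye 1 h 37 °C plus 30 min RT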
NPY Y1 blocker – blocks the human neuropeptide Y Y1 receptor; P25929; HEK293-CNG Y1 cells, membrane potential fluorescence; NPY at EC95, then isoproterenol; inhibition, % at 3.6 µM; actives 1% (n = 200,000); AID 1040;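 active means inhibition above the campaign mean inhibition of all tested compounds plus 3 SD, cut at about 20% in these data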;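 further: 0% = DMSO wells given NPY plus isoproterenol and 100% = isoproterenol alone without NPY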
Target sequence (P25929 whole entry, looked up): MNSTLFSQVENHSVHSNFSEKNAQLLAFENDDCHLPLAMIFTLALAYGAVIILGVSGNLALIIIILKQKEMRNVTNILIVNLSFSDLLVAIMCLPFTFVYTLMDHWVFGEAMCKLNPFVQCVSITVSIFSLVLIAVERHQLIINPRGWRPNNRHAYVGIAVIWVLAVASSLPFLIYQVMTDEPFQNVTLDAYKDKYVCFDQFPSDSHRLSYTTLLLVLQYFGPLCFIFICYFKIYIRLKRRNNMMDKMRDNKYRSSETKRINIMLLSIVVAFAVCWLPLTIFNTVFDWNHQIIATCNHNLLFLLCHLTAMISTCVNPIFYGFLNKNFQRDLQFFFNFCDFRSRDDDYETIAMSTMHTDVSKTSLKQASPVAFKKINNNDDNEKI
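Material: HEK293 Y1/CNG channel cell line; also added: NPY (25 nM), isoproterenol (1 µM), Ro 20-1724 (25 µM); doses: one concentration, 3.6 µM, in 0.4% DMSO; schedule: compound incubation 1 h at room temperature, readout 45 min post-stimulation; technique: membrane potential fluorescence; measure: fluorescence ratio normalized to % inhibition between controls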
NPY1 pot ag – potentiates or activates human NPY-Y1 receptor; P25929; NPY-Y1 expressing cells, potentiator/agonist activation; activation, % at 3.6 µM; actives 0.37% (n = 220,000); AID 1304; in the data active means activation above about 33%, passing the limit was not always enough;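 further: cells stimulated with NPY at EC10 then isoproterenol at EC100; 0% = low agonist plus stimulus and 100% = saturating agonist plus stimulus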
EP2 modulator – EP2 receptor (human) modulation | actives 0.83% (n = 260,000) | P43116 | induction, % at 25 µM | EP2-expressing cells, cAMP HTRF FRET, PGE2 co-stimulation;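 active means compounds whose cAMP rise, as percent of the full-agonist control response, exceeds 60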;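 further: rat C6 glioma line stably carrying human EP2 under a CMV promoter; the protocol text gives 20 µM as final concentration; 100% = response of wells given 1 µM PGE2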
Target sequence (P43116 whole entry, looked up): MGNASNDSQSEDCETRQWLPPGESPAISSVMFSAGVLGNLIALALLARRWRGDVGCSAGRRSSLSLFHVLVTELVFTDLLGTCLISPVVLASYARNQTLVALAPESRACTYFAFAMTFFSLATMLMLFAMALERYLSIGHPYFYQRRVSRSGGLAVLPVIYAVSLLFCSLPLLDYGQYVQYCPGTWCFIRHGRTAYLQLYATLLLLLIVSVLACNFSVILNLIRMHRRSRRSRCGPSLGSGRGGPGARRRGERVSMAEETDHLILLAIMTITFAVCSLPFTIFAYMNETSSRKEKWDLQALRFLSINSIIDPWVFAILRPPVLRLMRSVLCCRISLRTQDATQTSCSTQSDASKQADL
TRPML3 ag – agonists of human TRPML3 channel; activation, % at 3 µM; HEK293 TRPML3-YFP, Fluo-8 calcium fluorescence; 100% = the carbachol control signal; actives 0.29% (n = 220,000); Q8TDD5; AID 1448;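 active means activation above its plate's cutoff, the mean activation of the plate's test wells plus 3 SD, cut at about 12% in these data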;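 further: 0% = DMSO only wells and 100% = carbachol wells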
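Test system: HEK293 cells stably carrying human TRPML3-YFP; Doses: single dose, 3 µM final nominal compound, 0.3% DMSO final; Schedule: dye loading 1 h 37 °C then 30 min ambient, 125 s read; Technique: Fluo-8 calcium fluorescence; Benchmarks: high control carbachol 87 µM, low control DMSO.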
CHOP inh – CHOP inhibition in unfolded protein response; CHO-K1 CHOP-promoter luciferase, tunicamycin-induced, 15-18 h; actives 3.8% (n = 220,000); inhibition, % at 10 µM; AID 2732;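 active means compounds that reduced the stress-induced luciferase reporter signal by more than about 70% of percent inhibition, limit read from the data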;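 further: 0% = tunicamycin plus vehicle and 100% = wells without tunicamycin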
PPC-1+TRAIL kill – kills PPC-1 cancer cells in the presence of TRAIL. actives 0.41% (n = 220,000). PPC-1 cells + TRAIL, ATPLite viability luminescence. AID 1443. cell killing (% activity), % at 4 µM;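 active means cell killing above 50% in the first pass at 4 µM, then a duplicate retest at 5 µM averaging 50% or more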;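 further: plate controls were cells with TRAIL plus DMSO for no effect and medium-only wells lacking cells for full effect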
14-3-3 Bad inh – disrupts binding of bovine 14-3-3 zeta to phospho-Bad peptide; P63103; TR-FRET 14-3-3zeta/Dy647-pBad peptide displacement, 1 h; inhibition, % at 21.7 µM; actives 0.71% (n = 220,000);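 active means inhibition above about 70%, limit read from the data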;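 further: 0% = full 14-3-3 plus peptide FRET controls and 100% = background without 14-3-3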
Target sequence (P63103 whole entry, looked up): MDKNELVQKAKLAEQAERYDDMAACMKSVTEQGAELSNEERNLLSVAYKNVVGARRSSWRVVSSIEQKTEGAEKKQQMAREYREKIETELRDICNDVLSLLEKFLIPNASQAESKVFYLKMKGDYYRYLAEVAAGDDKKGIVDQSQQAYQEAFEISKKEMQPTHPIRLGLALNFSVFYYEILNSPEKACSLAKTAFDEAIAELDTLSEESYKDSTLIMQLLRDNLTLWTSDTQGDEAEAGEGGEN
PGE2 EP2 inh – blocks the human prostaglandin E2 receptor EP2; P43116; C6 glioma cells expressing human EP2, cAMP TR-FRET; cells stimulated with saturating PGE2; inhibition, % at 25 µM; actives 0.52% (n = 260,000); AID 1422;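 active means percent inhibition above 40 after rounding to a whole number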;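 further: rat C6 glioma host cells with rolipram phosphodiesterase inhibitor present; the protocol text gives 20 µM as final concentration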
An asterisk follows results filed as active; . = not tested or not shown; & = joins results of further samples; ! = repeats disagree; [ ] = remark or other dose. These rows are one share of the data; the hit share may differ from the screen's.

SMILES	zfTRPN1 agonist	NPY Y1 blocker	NPY1 pot ag	EP2 modulator	TRPML3 ag	CHOP inh	PPC-1+TRAIL kill	14-3-3 Bad inh	PGE2 EP2 inh
COc1ccc(CNC(=O)COC(=O)c2ccccn2)cc1	0.0	1.1	-11.1	-1.2	0.4	-3.3	0.7	-5.7	2.5
COCCNC(=O)c1c(N)n(-c2ccccc2)c2nc3ccccc3nc12	-0.4	8.9	-3.7	-27.6	-0.2	-10.0	-5.3	8.7	13.0
CCc1ccc(OCC(=O)Nc2ccc(S(=O)(=O)N3CCCC3)cc2)c(Br)c1	-0.9	-1.4	2.9	10.7	0.8	50.4	9.5	5.8	2.9
Cc1ccc(/C=C(\C#N)C(=O)N2CCCC2)c(C)c1	-1.5	-8.2	11.6	-23.7	0.0	-51.6	-7.6	-3.4	5.6
CC(=O)N1N=C(c2cccs2)CC1c1ccco1 (centres undefined)	0.2	2.9	5.1	18.8	0.4	16.7	8.4	-11.8	2.8
O=C(NCCO)C(=O)c1c(-c2ccc(Cl)cc2)cc2ccccn12	-1.4	-2.8	-8.7	-6.4	0.2	-5.6	2.7	8.2	5.7
Cc1c(N=NC2=C(O)CCCC2=O)c(=O)n(-c2ccccc2)n1C	-0.9	0.1	-11.1	27.8	0.0	29.3	15.5	-12.3	0.8
O=C(N/N=C/c1ccc(O)cc1)c1[nH]c2ccc(Br)cc2c1-c1ccccc1	0.8	5.5	8.3	-11.9	-0.1	65.3	-3.7	-12.2[fluorescence artefact?]	6.1
CCc1ccc(OCC(=O)NC(C)(C)C)cc1	0.3	0.5	-14.6	3.3	0.8	-4.8	27.5	-0.4	8.9
CCOc1ccc(OCC)c(NC(=O)CN2CCN(c3cccc(C)c3)CC2)c1	2.2	0.2	-8.6	73.4*	0.6	14.7	9.6	42.3	.
COCc1cc(=O)[nH]c2cc(NC(=O)C3CC3)c(C)cc12	0.9	-0.6	-22.9	9.8	0.3	46.0	25.8	4.3	2.4
CC(=O)c1c(C)[nH]c(C(=O)COc2cc(C)cc(C)c2)c1C	2.5	0.8	8.0	-0.6	0.9	44.6	10.6	-6.8	4.4
CC(C)(C)Nc1nc(C(N)=O)nc(N2CCOCC2)n1	0.9	2.9	-19.7	4.8	0.6	34.5	13.3	-3.7[fluorescence artefact?]	12.3
COc1cc(/C=N/NC(=O)COc2ccc(C)cc2)ccc1OC(=O)c1cccs1	1.1	5.6	-2.9	-4.6	0.1	48.1	45.4	-4.4[fluorescence artefact?]	2.1
NC(=O)c1c(NC(=O)CN2C(=O)CCC2=O)sc2c1CCCCC2	0.1	-2.0	-6.8	6.9	0.9	4.5	14.6	6.3	8.6
COc1cccc(NC(=O)c2cc(OC)c(OC)c(OC)c2Br)c1	0.4	1.4	-4.4	-22.1	0.0	-2.7	10.8	-14.9	2.0
CCOc1ccccc1OCCCC(=O)N(C)CC(=O)Nc1cc(C)ccc1C	-1.7	6.0	-0.3	23.1	-0.5	7.8	12.5	-1.2	5.0
CCCN1CN(c2ccccc2)C(=S)N(c2ccccc2)C1	2.4	.	6.2	29.4	0.1	10.9	-11.0	7.3	8.2
CC(C)C(OC(=O)c1nsc(Cl)c1Cl)C(=O)NC(C)(C)C (centres undefined)	-0.9	-1.4	14.5	7.2&13.1	-0.3	0.5	1.5	-6.2	12.0&4.9
c1ccc(-c2nnnc3ccccc23)cc1	-2.7	-2.0	1.2	2.8	0.2	24.9	6.9	-6.3[fluorescence artefact?]	2.3
CC(C)c1cccc(C(C)C)c1NC(=O)c1ccc(OCC(=O)NCc2ccccc2)cc1	1.6	3.2	-7.9	0.3	0.8	94.3*	21.6	-12.1[fluorescence artefact?]	12.2
CCN(CC1COc2ccccc2O1)C(=S)Nc1ccccc1 (centres undefined)	-1.0	-1.7	46.0*	-40.2	1.1	30.5	4.2	-5.4	5.0
N#Cc1nc(COc2ccc(Br)cc2)oc1NCCN1CCOCC1	1.1	5.9	-14.7	-18.7	0.0	26.8	12.3	6.9	1.3
COc1cc(C2N(C)CCC3(OCCO3)C2(C)C)cc(OC)c1OC (centres undefined)	0.8	-0.9	9.8	17.1	0.6	3.8	20.2	-20.3	7.2
COC(=O)c1nc2ccc(C)cn2c1F	1.0	1.7	-2.3	-0.3	0.8	-22.0	-1.2	8.2	8.6
Cc1ccccc1-c1noc(N)c1C#N	0.1	-0.3	-7.5	-11.6	-0.2	-36.1	-1.2	6.9	2.2
Cc1cccc(N2CCN(c3ccc(NC(=O)/C=C\C(=O)O)cc3)CC2)c1	-1.0	-4.6	2.0	22.5	0.4	-8.6	20.9	-2.1	5.8
COc1ccc(NC(=O)CNC(=O)Cn2c(C)cc3ccccc3c2=O)cc1OC	1.4	4.7	7.3	-5.5	0.9	12.7	12.3	-7.9	4.8
CCCCNC(=O)CN1C(=O)NC2(CCCc3ccccc32)C1=O (centres undefined)	1.1	25.1*	-10.5	38.9	0.8	11.2	-0.8	-28.0[fluorescence artefact?]	6.7
Cc1ccccc1NC(=O)N1CCN(c2ncccn2)CC1	-0.1	1.1	5.9	-16.9	0.0	-5.3	3.1	15.3	1.5
COc1c(Cl)cnn(-c2ccc(Cl)c(Cl)c2)c1=O	-0.2	-0.3	1.9	-2.8	0.4	-12.9	6.3	-9.9	13.0
Cn1c(Cn2nnc3ccccc32)nnc1SCC(=O)c1ccc(F)cc1	2.1	-5.7	-35.0	20.7	1.7	5.8	10.1	14.4[fluorescence artefact?]	19.0
Oc1c(C(c2cccc(F)c2)N2CCN(Cc3ccccc3)CC2)sc2ncnn12 (centres undefined)	1.2	3.1	10.0	1.7	0.6	6.9	.	0.2[fluorescence artefact?]	13.8
CCc1cc2c(=O)[nH]c(-c3ccccn3)nc2s1	2.0	3.2	8.2	14.6	1.6	47.4	59.7*	-7.1	8.1
CC(C)(C)NC(=O)CSc1nc2ccc(NC(=O)CSc3nnnn3Cc3ccccc3)cc2s1	5.1	-3.9	11.6	-10.4	1.9	69.4	2.5	-11.2	20.3
Cc1ccc(-n2c(C)cc(C(=O)COc3c(CO)cc(F)cc3CO)c2C)cc1C	3.9	2.4	-21.2	-50.4	1.1	38.3	9.5	-10.4	9.1
CC(=O)NC(Cc1ccccc1C)C(=O)NC1CCN(C(=O)c2cccc(C)c2)CC1 (centres undefined)	-0.6	2.9	10.9	18.5	0.7	15.6	20.8	-5.2	3.8
CCNc1nc(NOC)nc(OCC#N)n1	2.0	1.0	-11.3	23.0	1.2	28.2	16.9	-5.1	-0.7
O=C(O)CN1C(=O)c2cccc(Oc3ccc(Cl)cc3)c2C1=O	-0.2	-2.2	-0.3	0.6	0.1	3.6	8.1	32.5[fluorescence artefact?]	8.8
S=C(Nc1ccc(Cl)cc1)NC1CC2CCCC(C1)N2C1CC1 (centres undefined)	2.4	-3.6	28.7	-95.8&-54.7	2.4	32.0	15.6	-14.8	47.8*!
CC1(C(=O)N(CC(=O)NC2CCCC2)C2CCCC2)CC(=O)N=C2C=CC=CN21 (centres undefined)	1.0	-2.4	17.5	-3.7	1.1	-26.4	12.4	3.1[fluorescence artefact?]	7.0
Cn1c(C(=O)N2CCc3ccccc3C2)cc2c(=O)n3ccccc3nc21	-0.9	12.2	-21.1	6.8	-0.1	6.3	12.0	.	12.0
OC1C=CSc2nc3ccccc3n21 (centres undefined)	0.4	0.9	-7.3	-13.5	0.9	-121.5	23.7	3.4	11.7
Cc1cccc(NC(=O)C(=O)C2C(=O)Nc3ccccc32)c1 (centres undefined)	0.5	.	0.0	-2.0	0.8	-4.8	17.1	1.3	5.6
COC(=O)/C=C/C(=O)N1CCN(c2cccc(Cl)c2)CC1	1.9	-1.2	-13.5	-19.6	0.7	-67.9	22.1	-24.5[fluorescence artefact?]	9.1

Given in CSV form: 2 of the compounds above
compound,zfTRPN1 agonist,NPY Y1 blocker,NPY1 pot ag,EP2 modulator,TRPML3 ag,CHOP inh,PPC-1+TRAIL kill,14-3-3 Bad inh,PGE2 EP2 inh
Cc1ccc(-n2c(C)cc(C(=O)COc3c(CO)cc(F)cc3CO)c2C)cc1C,3.9,2.4,-21.2,-50.4,1.1,38.3,9.5,-10.4,9.1
CC(=O)NC(Cc1ccccc1C)C(=O)NC1CCN(C(=O)c2cccc(C)c2)CC1 (centres undefined),-0.6,2.9,10.9,18.5,0.7,15.6,20.8,-5.2,3.8

Other records.
SMILES	zfTRPN1 agonist	NPY Y1 blocker	NPY1 pot ag	EP2 modulator	TRPML3 ag	CHOP inh	PPC-1+TRAIL kill	14-3-3 Bad inh	PGE2 EP2 inh
Cc1ccc(NC(=O)NC(=O)CN2C(=O)NC3(CCCCCCC3)C2=O)c(C)c1	2.6	7.8	39.5*	12.6	1.2	105.0*	0.5	71.4*	10.0
CCn1c(CNc2ccc(Cl)cc2)nnc1SCC(=O)NCc1ccccc1	1.6	-0.3	-3.2	17.0	0.6	14.4	-11.1	-3.2	1.7
CSc1nc2nc(C)cc(-c3ccccc3)n2n1	-0.1	4.7	28.8	22.8	1.0	16.1	-5.2	-0.9	6.7
O=C(O)COc1ccccc1/C=N/NC(=O)COc1ccc(-c2ccccc2)cc1	1.4	.	-6.1	-8.6	0.6	5.2	19.5	0.5	4.8
N#CCSc1nnc(C2CCCCC2)n1-c1ccccc1	0.4	-1.7	-21.4	25.2	0.1	1.7	15.2	0.5	10.1
O=[N+]([O-])c1ccc2nc(-c3ccc(Cl)cc3)[nH]c2c1	5.7	6.6	-2.6	-16.6	2.2	31.5	16.9	8.6	16.1
COc1ccc(OC)c(CN2CCC(CO)(CCOc3ccccc3)CC2)c1	0.4	11.4	-39.0	-14.4	0.6	11.3	0.3	1.5	1.2
Cc1noc(C)c1C(=O)N1CCN(c2cccc(Cl)c2)CC1	0.6	-1.0	11.6	-25.7	0.8	6.9	1.2	-5.4	2.9
Cc1nn2c(-c3cccc(NC(=O)CN4CCOCC4)c3)nnc2c2ccccc12	2.3	1.9	-10.2	.	1.7	.	.	.	9.4
Cc1cccn2c(CNCC3(c4ccccc4)CCCC3)c(C(=O)N3CCOCC3)nc12	-1.1	20.3*	8.4	11.7	0.6	13.6	12.6	-1.4	7.3
Cc1ccc(C2=[N+]([O-])C3(CCCCC3=O)N(O)C2(C)C)cc1 (centres undefined)	1.6	1.2	-6.3	28.4	0.2	13.4	12.2	10.1[fluorescence artefact?]	1.3
O=C(/C=C/c1cccnc1)c1ccc(NC(=O)c2cccc(Br)c2)cc1	0.1	-4.9	13.8	-30.2	0.2	-46.7	11.6	37.6[fluorescence artefact?]	35.1
Cc1ccc2cc(C#N)c(SCC(=O)N3CCCC3)nc2c1	-0.3	.	2.4	14.4	-0.2	-22.7	14.8	10.9	4.2
COc1cc(C2CC(=O)Nc3c2c(=O)nc2c(C)cccn32)cc(OC)c1OC (centres undefined)	-0.1	1.1	4.8	33.7	0.8	24.4	2.9	-13.8	7.5
